AGP1 TOR yeast: modulators of TOR pathway AGP1-GFP in S. cerevisiae. actives 0.02% (n = 320,000). S. cerevisiae AGP1-GFP multiplex flow cytometry, 3 h; GFP as percent of DMSO wells. GFP response vs DMSO, % at 10 µM. AID 2066;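 active means GFP response relative to DMSO above a set limit, near screen average plus 3 SD, cut at about 150% in these data; inconclusive means fewer than 70 cells counted for the yeast strain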;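 further: median GFP channel fluorescence of the gated AGP1 strain per well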
proCasp3 act: activators of human procaspase-3; P42574; recombinant procaspase-3 D3A, Ac-DEVD-pNA absorbance 405 nm; activation, % at 8.5 µM; actives 0.11% (n = 330,000);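 active means activation above the mean of all tested compounds plus 3 SD, cut at about 21% in these data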;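 further: 0% = DMSO alone and 100% = DMSO wells spiked with extra 5 µM PC-3 D3A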
Target sequence (P42574 whole entry D9A/D28A/D175A): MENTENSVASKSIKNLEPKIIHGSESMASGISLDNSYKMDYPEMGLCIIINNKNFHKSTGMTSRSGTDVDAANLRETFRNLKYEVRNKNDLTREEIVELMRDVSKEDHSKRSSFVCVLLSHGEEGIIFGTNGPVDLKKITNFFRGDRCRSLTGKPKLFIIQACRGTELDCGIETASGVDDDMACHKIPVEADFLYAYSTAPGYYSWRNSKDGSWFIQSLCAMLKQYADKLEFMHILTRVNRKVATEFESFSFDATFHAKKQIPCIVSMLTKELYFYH
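Evaluation: percent activation relative to control range; Material: Procaspase-3 D3A mutant, all three cleavage aspartates alanine; Compound: single dose, 8.5 µM nominal compound, 0.8% DMSO; Replication: one well per compound; Signal: absorbance at 405 nm, 0 and 120 min; Schedule: 1 h preincubation plus 2 h reaction at 25 °C.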
AHR act: activators of human aryl hydrocarbon receptor; activation, % at 5 µM; AHR-responsive luciferase reporter cells, luminescence; P35869; actives 2.5% (n = 320,000); in the data active means activation above about 47%;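 further: 0% = vehicle wells and 100% = reference agonist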
procasp7 counter: activates human procaspase-7, counter-screen for procaspase-3 activators; P55210; recombinant procaspase-7, Ac-DEVD-pNA absorbance 405 nm; D23A/D198A/D206A triple mutant, cannot self-cleave; scale: DMSO 0, 5 µM enzyme 100; activation, % at 8.5 µM; actives 0.093% (n = 330,000);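 active means percent activation above the screen-wide mean plus 3 SD, cut at about 25% in these data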
Target sequence (P55210 whole entry D23A/D198A/D206A): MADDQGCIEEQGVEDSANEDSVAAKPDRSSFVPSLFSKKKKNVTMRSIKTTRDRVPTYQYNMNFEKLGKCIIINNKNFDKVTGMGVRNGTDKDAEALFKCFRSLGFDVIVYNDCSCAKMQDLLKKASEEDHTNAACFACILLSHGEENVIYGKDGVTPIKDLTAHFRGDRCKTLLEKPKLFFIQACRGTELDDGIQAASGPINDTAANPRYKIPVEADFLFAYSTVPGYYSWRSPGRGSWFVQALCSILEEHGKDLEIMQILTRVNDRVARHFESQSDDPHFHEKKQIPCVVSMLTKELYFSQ
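Test system: Procaspase-7 triple mutant (PC-7 D3A). Also added: Ac-DEVD-pNA substrate, 400 µM as added. Schedule: 1 h enzyme–compound preincubation and 2 h substrate reaction, both 25 °C. Signal: p-Nitroaniline absorbance at 405 nm, read at 0 and 120 min. Control set: low DMSO alone, high DMSO plus 5 µM PC-7.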
LAP4 TOR yeast: yeast TOR pathway LAP4-GFP modulation | AID 2023 | S. cerevisiae LAP4-GFP multiplex, flow cytometry GFP, 3 h; median GFP as percent of DMSO wells | actives 0.34% (n = 320,000) | GFP response vs DMSO, % at 10 µM;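 active means GFP response vs DMSO above a set limit, about the screen mean plus 3 SD, cut at about 150% in these data; inconclusive means under 70 cell events counted for the yeast strain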
CIT2-GFP yeast: modulators of TOR pathway CIT2-GFP in S. cerevisiae; S. cerevisiae CIT2-GFP strain, flow cytometry, 3 h; 100 means same as DMSO wells; GFP response vs DMSO, % at 10 µM; actives 0.065% (n = 320,000);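 active means GFP response relative to DMSO above a set limit, near the screen mean plus 3 SD, cut at about 150% in these data; inconclusive means Fewer than 70 cells measured for a yeast strain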;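 further: ratio of well median GFP fluorescence to mean of DMSO wells on the plate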
RPL19A-GFP yeast: modulators of TOR pathway RPL19A-GFP in S. cerevisiae; S. cerevisiae RPL19A-GFP strain, flow cytometry, 3 h; active compounds read low; actives 0.3% (n = 330,000); AID 2025; percent response vs DMSO, % at 10 µM;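 active means percent response vs DMSO below 50%; inconclusive means fewer than 70 events counted for the yeast strain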;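 further: median channel GFP fluorescence of the barcoded RPL19A-GFP strain; ratio of sample median GFP to plate DMSO average so 100% = DMSO; lower means less RPL19A-GFP as with rapamycin TOR inhibition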
MEP2-GFP yeast: alters MEP2-GFP fluorescence in TOR pathway yeast screen. S. cerevisiae MEP2-GFP strain, flow cytometry GFP, 3 h; 100% = DMSO control level. GFP response vs DMSO, % at 10 µM. actives 0.51% (n = 330,000);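 active means GFP response versus DMSO above a set limit, roughly screen mean plus 3 SD, cut at about 180% in these data; inconclusive means fewer than 70 cells counted for a yeast strain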;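 further: median GFP fluorescence of the barcode-gated MEP2-GFP cells per well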
The depositor's hits bear a star; ? = inconclusive; · = no result given; [ ] = another dose, or the depositor's remark.

SMILES | AGP1 TOR yeast | proCasp3 act | AHR act | procasp7 counter | LAP4 TOR yeast | CIT2-GFP yeast | RPL19A-GFP yeast | MEP2-GFP yeast
COc1ccc(NC(=O)C(C)SCc2ccccc2)cc1 (configuration not stated) | 100 | -6 | 0 | 8 | 102 | 97 | 96 | 96
Cc1ccc(S(=O)(=O)N2CCCC2CNC(=O)C(=O)NC2CCCC2)cc1 (configuration not stated) | 108 | -2 | 2 | 7 | 111 | 90 | 101 | 98
Cn1ncc(Br)c1NC(=O)Nc1ccc(Cl)cc1 | 104 | 7 | 3 | 6 | 105 | 105 | 94 | 101
CSc1nc(N(C)NC(=O)c2cccc(C)c2)c2ccccc2n1 | · | 1 | 22 | -7 | 91 | 87 | 90 | 92
CCN(CC)c1ccc(CN2CCCCCC2)cc1 | 112 | 13 | 2 | -3 | 108 | 112 | 105 | 112
Cc1ccc(C(=O)/C=C\C(=O)c2ccc(C)cc2)cc1 | 84 | -17 | 0 | -14 | 168* | 67 | 97 | 89
CCOC(=O)c1cc(C)n(Cc2cccc(OC)c2OC)c1C | 98 | -4 | 2 | -11 | 105 | 88 | 96 | 87
Nn1cc(-c2ccccc2)nc1SCC(=O)NC1CCS(=O)(=O)C1 (configuration not stated) | 106 | -1 | 0 | -2 | 98 | 100 | 105 | 99
CC(=O)NCC(=O)OC(C)C(=O)Nc1ccc(C(C)=O)cc1 (configuration not stated) | 96 | 3 | 25 | 0 | 94 | 101 | 97 | 98
Cc1ccc(C(=O)N2CCN(S(=O)(=O)c3cc(Br)ccc3Br)CC2)o1 | 88 | 1 | -1 | -1 | 103 | 85 | 90 | 95
Cn1c(CC(=O)Nc2ccccc2)nnc1SCC(=O)c1ccccc1 | 102 | -13 | 5 | -15 | 94 | 99 | 96 | 95
Cc1cc(C)c(-c2cc(C(=O)Nc3c(C)n(C)n(-c4ccccc4)c3=O)[nH]n2)c(O)c1 | 94 | 3 | -1 | -4 | 102 | 89 | 98 | 100
Nc1ccc(C23CC4CC(CC(CO)(C4)C2)C3)cc1 | 103 | 2 | -12 | -1 | 98 | 91 | 100 | 98
CN(CCCNC(=O)c1cccn2c(=O)c3ccccc3nc12)Cc1ccccc1 | ? | 3 | 5 | -3 | 91[may fluoresce violet] | ? | 95[may fluoresce violet] | 83[may fluoresce violet]
C=CCN1C(=O)N(CC=C)c2cccc3cccc1c23 | 102 | 3 | 8 | -3 | 100 | 92 | 99 | 94
COc1cccc(CNC(C)(C)CO)c1OCc1ccc(Cl)cc1 | 98 | 0 | 1 | -3 | 104 | 94 | 97 | 102
CC1CCC(NC(=O)c2cccc(S(=O)(=O)NCc3ccccc3)c2)CC1 (configuration not stated) | 94 | -1 | 6 | 9 | 95 | 94 | 86 | 92
COc1ccccc1C1/C(=C(/O)c2ccc(OC(C)C)cc2)C(=O)C(=O)N1c1cc(C)on1 (configuration not stated) | 91 | -3 | 0 | -15 | 98 | 92 | 99 | 100
O=C(C1CC(=O)N(c2ccccc2)C1)N1CCCCCC1 (configuration not stated) | 102 | 6 | 0 | 5 | 99 | · | 100 | 97
COC(=O)c1cc(CSc2nc3ccccc3c(=O)n2C)oc1C | 95 | 0 | 3 | 5 | 117 | 85 | 98 | 108
COc1ccc(S(=O)(=O)N2CCOCC2)cc1NC(=O)Cc1c(F)cccc1Cl | 95 | 2 | 0 | 10 | 98 | 92 | 93 | 93
COc1ccc(NC(=O)Nc2ccc(Br)cn2)cc1OC | 98 | 0 | 22 | 1 | 100 | 91 | 99 | 96
O=C(CCNC(=O)c1ccccc1)NCCc1ccc(Cl)cc1 | 108 | -3 | 0 | 9 | 102 | 112 | 104 | 101
C1=Nc2c(Nc3ccccc3)ncnc2Oc2ccccc21 | 87 | -1 | 4 | -14 | 129 | 86 | 96 | 108
CC(Sc1nnnn1C)C(=O)Nc1cc(S(=O)(=O)N2CCCCC2)ccc1Cl (configuration not stated) | 105 | 1 | -1 | 7 | 101 | 99 | 100 | 100
O=C(CN1CCOCC1)Nc1cc([N+](=O)[O-])ccc1Cl | 96 | 3 | 2 | 10 | 94 | 93 | 90 | 84
O=C(Oc1cccc(NC(=O)c2ccco2)c1)c1ccc(Br)c(S(=O)(=O)N2CCCCC2)c1 | 100 | 3 | 1 | 9 | 98 | 99 | 98 | 102
O=C(CSc1nc2ccccc2c(=O)n1CCCN1CCOCC1)NC12CC3CC(CC(C3)C1)C2 | 102 | -1 | -4 | 5 | 100 | 103 | 107 | 101
NS(=O)(=O)c1ccc(CCNS(=O)(=O)c2ccc(Cl)cc2)cc1 | 98 | 4 | 0 | 1 | 84 | 93 | 100 | 95
CCc1cc(=O)oc2c(C)c(OCC(=O)N3CC[C@@]4(O)CCCC[C@H]4C3)ccc12 | 86 | 0 | 3 | -11 | 101 | 93 | 94 | 112
O=C(Nc1ccc(F)cc1F)c1c(C(F)(F)F)ccnc1Oc1ccccc1 | 110 | -1 | -1 | 6 | 109 | 98 | 93 | 95
Cc1cc(-n2nc3ccccc3n2)c(O)c([N+](=O)[O-])c1 | 107 | -4 | 14 | -1 | 100 | 108 | 107 | 112
Cc1ccc(S(=O)(=O)Oc2cccc(/C=N/n3cnnc3)c2)cc1 | 97 | -5 | 0 | 3 | 105 | 95 | 96 | 105
Cc1cccc(C(=O)N2CCCC(N3CCN(c4ccccc4F)CC3)C2)n1 (configuration not stated) | 99 | 2 | -2 | 11 | 95 | 99 | 92 | 89
CCN(Cc1ccccc1)S(=O)(=O)c1ccc(C(=O)N(CCCN(C)C)c2nc3cc(C)cc(C)c3s2)cc1 | 110 | 8 | 4 | 4 | 107 | 111 | 110 | 105
COc1cc(OC)cc(C(=O)Nc2ccccc2-c2nnn(CC(=O)Nc3cc(C)on3)n2)c1 | 100 | -4 | -4 | 2 | 106 | 102 | 97 | 106
c1ccc(CN2CCOCCOCCOCC2)cc1 | 115 | -1 | -1 | 16 | 114 | 105 | 107 | 103
CCn1c(SCC(=O)Nc2ccccc2OC)nc2ccccc2c1=O | 98 | 0 | 0 | 4 | 100 | 96 | 99 | 104
COc1cc(S(=O)(=O)NCc2ccccn2)ccc1Cl | 101 | -3 | 2 | -9 | 109 | 101 | 97 | 102
Cc1ccc(-n2c(C)nnc2SCC(=O)NC2CC2)cc1 | 91 | -2 | -6 | 4 | 88 | 89 | 95 | 98
c1cc(-n2nnc3cnccc32)ccn1 | · | -8 | 0 | 6 | · | · | 106 | 92
Cc1ccc(N2N=C(c3ccc(F)cc3)CC2c2ccco2)cc1 (configuration not stated) | 44 | -13 | 1 | -8 | 100 | 92 | 98 | 74
COc1cccc(N2CCN(Cc3ccco3)CC2)c1 | 99 | · | · | · | 96 | 99 | 104 | 104
CC(C)CN1C(=O)/C(=C(/C#N)C(=O)NC2CCCCC2)c2ccccc21 | 102 | -7 | 0 | 13 | 134 | 101 | 99 | 104
CCNc1nc2c(c(=O)n(Cc3ccccc3)c(=O)n2C)n1Cc1ccccc1 | 98 | -5 | 1 | 1 | 101 | 103 | 100 | 106

Reprinted at random: 2 compounds from above
SMILES | AGP1 TOR yeast | proCasp3 act | AHR act | procasp7 counter | LAP4 TOR yeast | CIT2-GFP yeast | RPL19A-GFP yeast | MEP2-GFP yeast
O=C(CSc1nc2ccccc2c(=O)n1CCCN1CCOCC1)NC12CC3CC(CC(C3)C1)C2 | 102 | -1 | -4 | 5 | 100 | 103 | 107 | 101
Cc1ccc(C(=O)/C=C\C(=O)c2ccc(C)cc2)cc1 | 84 | -17 | 0 | -14 | 168* | 67 | 97 | 89

(continued)
SMILES | AGP1 TOR yeast | proCasp3 act | AHR act | procasp7 counter | LAP4 TOR yeast | CIT2-GFP yeast | RPL19A-GFP yeast | MEP2-GFP yeast
O=C(Nc1cccnc1)c1ccc(S(=O)(=O)c2ccc(Cl)cc2)cc1 | 103 | 5 | 3 | 10 | 105 | 105 | 101 | 111
O=C(Nc1ccc2nc(-c3cccs3)c(-c3cccs3)nc2c1)N1CCOCC1 | 92 | -3 | 10 | -9 | 97 | 92 | 97 | 98
Cc1cccc(NC(=O)Nc2c(C)n(C)n(-c3ccccc3)c2=O)c1C | 110 | 8 | -1 | 5 | 103 | 108 | 103 | 99
CC(C(=O)NCc1ccco1)n1ccc2cc(S(=O)(=O)N3CCCC3)ccc21 (configuration not stated) | 107 | -5 | 0 | 0 | 96 | 110 | 103 | 100
Cc1ccc(-c2nc(NCc3ccco3)c3ccccc3n2)cc1 | 98 | -15 | 43 | -5 | 91 | 102 | 103 | 99
O=C(COC(=O)c1ccc(S(=O)(=O)C(F)F)cc1)Nc1ccccc1C(=O)NC1CC1 | 92 | 12 | -1 | 6 | 90 | 89 | 89 | 92
CC(C)(C)n1ncc2c(=O)n(CC(=O)Nc3ccc4c(c3)OCCO4)cnc21 | 91 | -5 | 1 | 7 | 92 | 93 | 88 | 91
Cc1nnc(N/N=C/c2ccco2)n1N | 105 | -3 | 11 | -1 | 95 | 102 | 103 | 106
CC(=O)c1cccc(NC(=O)COc2cc3oc(=O)c(CC(C)O)c(C)c3cc2Cl)c1 (configuration not stated) | 98 | 6 | 12 | 6 | 93 | 105 | 102 | 100
O=C1CC(c2ccc(O)cc2)Oc2cc(O)cc(O)c21 (configuration not stated) | 103 | 0 | -6 | -5 | 117 | 118 | 110 | 99
C/C(CC(=O)Nc1ccc(F)cc1)=N\NC(=O)Cc1csc(N)n1 | 98 | -2 | 14 | 0 | 100 | 95 | 103 | 106
CC(=O)Nc1ccc(S(=O)(=O)N[C@@H](C)C(=O)N(C)Cc2cccs2)cc1 | 99 | -6 | 0 | 9 | 95 | 97 | 97 | 100
O=C(CSc1nc2ncccc2[nH]1)Nc1ccc2c(c1)OCCO2 | ? | 4 | 26 | 1 | ? | ? | ? | ?
COc1ccc(C(=O)Cc2cc3ccccc3oc2=O)cc1 | 92 | -3 | -3 | 5 | 91 | 96 | 99 | 85
Cc1c(C(=O)NCCc2ccccc2)oc2ccc(S(=O)(=O)N3CCC4(CC3)OCCO4)cc12 | · | 4 | 8 | -8 | 102 | 96 | 94 | 99
Cc1ccccc1-c1ccc(/C=C2/SC(N3CCOCC3)=NC2=O)o1 | 93 | -24 | 28 | -20 | 110 | 97 | 94 | 94
COc1ccc(OC)c(/C=C/c2ccc3cccc(O)c3n2)c1 | 92 | 9 | 11 | 0 | 127 | 91 | 104 | 107
Cc1ccc(NS(=O)(=O)c2c(C)[nH]c(=O)[nH]c2=O)c(C)c1 | 91 | · | · | · | 96 | 96 | 103 | 112
COc1cc(C)ccc1OCC(=O)Nc1ccccc1N1CCOCC1 | 104 | 3 | 2 | 13 | 110 | 97 | 103 | 104
CCOc1ccc2[nH]c(=O)c(CN(CCO)C(=O)c3ccc(OC)c(OC)c3)cc2c1 | 106 | 0 | 1 | -1 | 100 | · | 107 | 101
CC(OC(=O)CN1C(=O)NC2(CCCCC2C)C1=O)c1ccccc1 (configuration not stated) | 98 | -3 | 0 | 7 | 90 | 99 | 100 | 91

High-throughput results deposited in PubChem by several laboratories.
